Bim-Mcl-1: inhibitors of Bim-Mcl-1 interaction, human; Q07820; Bead-based flow cytometry, Bim peptide-Mcl-1 binding; inhibition, % at 10 µM; hit rate 0.1% among 190,000; AID 1009;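 further: 0% = no compound tracer wells and 100% = peptide blocker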
Mcl1 Bid PPI: Mcl-1/Bid interaction inhibition. Q07820. hit rate 0.97% among 220,000. inhibition, % at 21.7 µM. TR-FRET Mcl-1/Bid-Dy647 peptide binding, 1536-well. AID 1021;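 active means compounds that cut the binding signal by more than half at the single screening dose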;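 further: His-tagged Mcl-1 with europium anti-His antibody binding Bid BH3 peptide; 0% = Mcl-1 plus peptide wells and 100% = peptide-only wells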
GSH fluor: GSH bead compound fluorescence profile; GSH beads flow cytometry, compound fluorescence 488/530 nm; active compounds read high; fluorescence (KMESF) at 10 µM; hit rate 0.25% among 190,000; in the data active means fluorescence above about 89;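 further: glutathione beads carrying GST-tagged Bcl family fusion proteins plus one bare bead set; values are compound well signal with DMSO vehicle wells as background; inactives centre near 16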
RGS4-Gao reg: human RGS4-Galphao interaction regulation; AID 1415; P09471; Multiplexed bead flow cytometry, RGS4-Galphao binding; actives lie on both sides; binding response (% of control), % at 10 µM; hit rate 0.33% among 220,000; in the data active means binding response below about 49% or above about 150%; inactive means in between;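 further: fluorescent Galphao activated with aluminum fluoride binding bead-coupled RGS4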
Bcl-W Bim block: human Bim-Bcl-W interaction inhibition; bead-based flow cytometry, Bim peptide-Bcl-W binding; AID 952; hit rate 0.02% among 190,000; inhibition, % at 10 µM;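 further: 0% = bound tracer without compound and 100% = peptide blocker; higher means less fluorescent Bim peptide bound to Bcl-W beads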
Target sequence (Q92843 whole entry, looked up): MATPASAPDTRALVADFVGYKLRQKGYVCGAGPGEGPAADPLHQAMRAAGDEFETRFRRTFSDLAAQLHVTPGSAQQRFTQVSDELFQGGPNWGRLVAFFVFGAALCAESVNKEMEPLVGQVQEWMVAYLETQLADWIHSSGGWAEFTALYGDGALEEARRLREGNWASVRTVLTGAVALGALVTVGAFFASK
RGS7-Gao reg: modulates binding of RGS7 to human Galphao | hit rate 0.35% among 220,000 | P09471 | binding response (% of control), % at 10 µM | Multiplexed bead flow cytometry; actives lie on both sides; in the data active means binding response below about 49% or above about 150%; inconclusive means no clear call, values can overlap the other calls; inactive means in between;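 further: fluorescent Galphao held in activated GDP-AlF4 state binding bead-coupled RGS7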
Bim-Bcl-B: disrupts Bim peptide binding to human Bcl-B | Q9HD36 | bead-based flow cytometry | inhibition, % at 10 µM | hit rate 0.073% among 190,000 | AID 951;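 further: 0% = tracer peptide without compound and 100% = reference inhibitor peptide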
Target sequence (Q9HD36 whole entry, looked up): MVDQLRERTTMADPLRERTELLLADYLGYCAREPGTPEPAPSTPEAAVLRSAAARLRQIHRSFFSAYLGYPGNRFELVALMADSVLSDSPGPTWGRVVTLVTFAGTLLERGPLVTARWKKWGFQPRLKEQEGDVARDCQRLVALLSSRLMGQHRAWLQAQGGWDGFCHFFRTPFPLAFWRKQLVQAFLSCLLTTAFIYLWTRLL
Bfl-1 Bim block: disrupts Bim binding to human Bfl-1 | Q16548 | inhibition, % at 10 µM | Bead-based flow cytometry, Bim-Bfl-1 binding inhibition | hit rate 0.12% among 190,000;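 further: 0% = wells without compound plus tracer and 100% = blocker peptide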
Bim-Bcl-2: human Bim-Bcl-2 interaction inhibition; hit rate 0.06% among 190,000; Bead-based flow cytometry, Bim peptide-Bcl-2 binding; AID 950; P10415; inhibition, % at 10 µM; in the data active means inhibition above about 40%; inconclusive means no clear call, values can overlap the other calls;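 further: 0% = no compound wells with probe peptide and 100% = reference peptide inhibitor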
Target sequence (P10415 whole entry, looked up): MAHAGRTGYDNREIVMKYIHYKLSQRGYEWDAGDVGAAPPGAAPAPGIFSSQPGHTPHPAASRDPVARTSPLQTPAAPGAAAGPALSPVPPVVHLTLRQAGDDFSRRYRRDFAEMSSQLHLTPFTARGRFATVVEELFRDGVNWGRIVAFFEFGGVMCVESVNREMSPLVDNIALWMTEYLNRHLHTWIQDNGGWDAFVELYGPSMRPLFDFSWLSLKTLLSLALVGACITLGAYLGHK
RGS8-Gao: regulators of human RGS8-Galphao interaction | P09471 | multiplexed bead flow cytometry, RGS8-Galphao binding; actives lie on both sides | response (percent of control binding), % at 10 µM | hit rate 0.34% among 220,000; in the data active means response below about 60% or above about 140%; inactive means in between;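 further: Galphao activated as the GDP aluminium fluoride complex binding bead-coupled RGS8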
Bcl-XL Bim block: inhibitors of Bim-Bcl-XL interaction, human; Q07817; Bim peptide-Bcl-XL binding, bead flow cytometry, fluorescence; inhibition, % at 10 µM; hit rate 0.04% among 190,000
Target sequence (Q07817 whole entry, looked up): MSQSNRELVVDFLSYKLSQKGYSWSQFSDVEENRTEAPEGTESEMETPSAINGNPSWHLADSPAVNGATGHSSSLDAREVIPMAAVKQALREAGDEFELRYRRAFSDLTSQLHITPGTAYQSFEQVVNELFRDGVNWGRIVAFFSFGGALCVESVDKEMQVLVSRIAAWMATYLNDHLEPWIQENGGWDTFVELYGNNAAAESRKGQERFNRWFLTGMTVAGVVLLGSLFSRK
Numbers without * were called inactive; ? = inconclusive. Unless noted, no stated cut-off is given here; in the data, active means inhibition above about 40%. Compounds as they come; overall some 1.8% were active at least once.

SMILES | Bim-Mcl-1 | Mcl1 Bid PPI | GSH fluor | RGS4-Gao reg | Bcl-W Bim block | RGS7-Gao reg | Bim-Bcl-B | Bfl-1 Bim block | Bim-Bcl-2 | RGS8-Gao | Bcl-XL Bim block
CC(C)Cc1nc2n[nH]c(N)c2c2c1COC(C)(C)C2 | -2 | -14 | 26 | 104 | 0 | 101 | -6 | -8 | -9 | 99 | 0
CN(C(=O)Nc1ccccc1)C1CCS(=O)(=O)C1 (configuration not stated) | 0 | -3 | 16 | 94 | -2 | 101 | -1 | 0 | 3 | 100 | -3
O=C(CSc1nnc(NC(=O)C2CC2)s1)NCc1cccs1 | -1 | -12 | 8 | 94 | -1 | 94 | -3 | 0 | -1 | 93 | -2
COc1ccc2oc(C(=O)C3CC3)c(N)c2c1 | 1 | -51 | 54 | 105 | 0 | 101 | 1 | -5 | -1 | 101 | -1
N#Cc1cccc(NC(=O)COc2ccc(-n3ccnc3)cc2)c1 | -1 | -26 | 21 | 104 | -4 | 106 | 0 | 1 | 2 | 102 | -3
Cc1ccc(S(=O)(=O)N2CCCCCC2)cc1[N+](=O)[O-] | -3 | -2 | 6 | 98 | -5 | 98 | -6 | -1 | -4 | 98 | -8
Cc1ccc(S(=O)(=O)Nc2c(C)n(C)n(-c3ccccc3)c2=O)cc1C(=O)NCc1ccccn1 | -3 | -14 | 29 | 104 | -2 | 102 | -7 | -7 | -8 | 105 | -2
Cc1ccc(S(=O)(=O)c2ccc(-n3nc(C)cc3N)cc2)cc1 | 0 | -26 | 25 | 104 | 0 | 101 | 0 | -4 | 0 | 103 | -3
Clc1ccc(C2=Nn3c(nnc3-c3n[nH]c4c3CCC4)SC2)cc1Cl | 1 | 4 | 21 | 100 | 1 | 100 | -4 | -5 | -6 | 101 | -1
CCOc1ccc(CNC(=S)N/N=C/c2cccnc2)cc1 | -3 | -31 | 13 | 101 | -6 | 100 | -11 | -14 | -9 | 103 | -9
COC(=O)c1sccc1NC(=O)CSc1ccc(Cl)cc1 | 0 | -21 | 9 | 85 | -1 | 86 | 0 | -1 | 0 | 90 | 0
O=C(Nc1ccccc1)Nc1nnc(Cc2ccc([N+](=O)[O-])cc2)s1 | -1 | -3 | 11 | 100 | -3 | 95 | -5 | -6 | -6 | 101 | -5
CCOc1ccc(C2C(C(=O)O)CCC(=O)N2C2CCCCC2)cc1 (configuration not stated) | 0 | 10 | 11 | 94 | 0 | 93 | -6 | -8 | -3 | 97 | -2
c1ccc(-c2nnc3sc(-c4ccncc4)nn23)cc1 | 2 | -14 | 24 | 93 | 3 | 88 | 3 | 0 | 0 | 93 | 1
CCOC(=O)CSC1=Nc2ccccc2C2=NC(CC(=O)NCc3ccc4c(c3)OCO4)C(=O)N12 (configuration not stated) | 1 | -9 | 17 | 105 | 3 | 100 | -6 | -10 | -4 | 102 | -2
CCOC(=O)c1ccc(Nc2cc(C)nc3ncnn23)cc1 | 0 | 8 | 8 | 92 | 2 | 95 | 0 | 0 | 2 | 97 | 2
COc1ccc(NC(=S)NNC(=O)c2ccc(S(=O)(=O)N3CCOCC3)cc2)cc1 | -2 | -66 | 25 | 103 | 2 | 104 | -10 | -2 | -1 | 109 | -2
COc1ccc(NC(=O)Nc2ccc3nsnc3c2)cc1 | 0 | -12 | 16 | 97 | -2 | 95 | -3 | -1 | -5 | 86 | -1
O=C(NC(c1ccccc1)c1c(O)ccc2ccccc12)c1ccccc1Cl (configuration not stated) | -5 | -37 | 23 | 90 | -4 | 90 | -9 | -20 | -11 | 93 | -10
Cc1cccc(C)c1NC(=O)N1CCCCCCC1 | -2 | -24 | 16 | 92 | -3 | ? | -7 | -7 | -2 | 97 | -6
COc1cccc(CN2CCNC(=O)C2CC(=O)NCCOc2cccnc2)c1OC (configuration not stated) | -1 | -24 | 13 | 97 | -1 | 96 | -3 | -2 | -1 | 100 | -2
Cc1ccc(-c2nnc(SCC(=O)N/N=C/c3ccc(C)s3)n2-c2ccc(C)cc2)cc1 | -5 | 97* | 20 | 103 | -7 | 105 | -14 | -14 | -5 | 98 | -10
CSc1ccccc1C(=O)Nc1cccc(C(C)=O)c1 | -7 | -6 | 5 | 99 | -9 | 96 | -5 | -3 | -4 | 98 | 0
C=CCNC(=O)C1CCN(c2nc(C)cc(-c3ccccc3)n2)CC1 | 0 | 6 | 22 | 101 | 1 | 100 | -5 | -19 | -8 | 103 | -1
CO[C@@H]1O[C@@H]2COC(c3ccccc3)O[C@@H]2[C@@H](OC)[C@@H]1O (some centres not stated) | -47 | 8 | 66 | 106 | -43 | 105 | -56 | -43 | -49 | 110 | -40
O=S(=O)(NCC(c1cccnc1)N1CCN(c2ccccc2)CC1)c1cc(F)ccc1F (configuration not stated) | -3 | 7 | 31 | 99 | -4 | 103 | -9 | -14 | -13 | 101 | -11
CC(=O)c1cc2c(cc1NC(=O)c1ccccc1C)OCO2 | 2 | -4 | 26 | 98 | 4 | 102 | -2 | -3 | 1 | 101 | 0
CC1=C(C(=O)OC2CCCC2)C(c2coc3ccccc3c2=O)C2=C(CCCC2=O)N1 (configuration not stated) | -2 | -29 | 9 | 97 | -2 | 96 | -3 | -5 | 0 | 102 | 2
Cc1nn(-c2ccccc2)c(Cl)c1/C=N/NC(=O)C1COc2ccccc2O1 (configuration not stated) | -2 | -14 | 16 | 102 | -2 | 99 | -12 | -6 | -11 | 101 | -7
CC1=NN(C(=O)c2ccccc2Cl)C(O)(c2cccnc2)C1 (configuration not stated) | 5 | -18 | 10 | 101 | 4 | 103 | 3 | 1 | 1 | 102 | 0
CCOc1ccc(-n2c(SCC(=O)Nc3ccc(Br)cc3)nc3n[nH]c(C)c3c2=N)cc1 | -1 | 58* | 7 | 103 | -4 | 101 | -7 | -4 | -2 | 107 | -3
Cc1ccc(S(=O)(=O)CCC(=O)OCc2ccc(S(=O)(=O)C(C)C)cc2)cc1 | 0 | -17 | 20 | 99 | 0 | ? | -2 | -2 | 0 | 100 | 1
CCOc1ccc(NC(=O)/C=C/c2ccc(OC)cc2)c([N+](=O)[O-])c1 | -7 | 10 | 10 | 104 | -5 | 97 | -6 | 8 | 0 | 104 | -4
COCCNC(=O)CN1CCC(n2c(C)nc3cc(C(F)(F)F)ccc32)CC1 | 1 | -5 | 7 | 93 | 0 | 95 | 0 | -2 | -1 | 101 | 1
O=C(NCc1cccnc1)C(=O)N/N=C/c1ccc([N+](=O)[O-])cc1 | 0 | -1 | 26 | 105 | -2 | ? | 0 | -4 | 0 | 103 | 0
CCOC(=O)CN1C(=O)C(O)(CC(=O)c2ccco2)c2ccccc21 (configuration not stated) | 0 | -39 | 25 | 102 | 1 | 99 | -15 | -9 | -4 | 102 | -3
COCCOc1ccc(C(F)(F)F)cc1NC(=O)c1ccc(C(F)(F)F)cc1 | -4 | 0 | 11 | 101 | -4 | 94 | -9 | -5 | -2 | 101 | -9
Cc1cc(C)nc(N/N=C/c2ccccc2OCc2ccc(Cl)cc2)n1 | 0 | -19 | 12 | 98 | -3 | 92 | -4 | -3 | -8 | 99 | -3
COc1ccc(C2=C/C(=C/c3cccnc3)C(=O)O2)cc1OC | -2 | -45 | 4 | 96 | 3 | 100 | -4 | 0 | 0 | 101 | 0
O=S(=O)(CCSc1nc2ccccc2o1)c1nc2ccccc2s1 | -1 | -7 | 33 | 98 | -4 | 98 | -8 | -14 | -8 | 100 | -4
COC(=O)c1sc(NC(=S)NC(=O)c2ccc(F)cc2)nc1C | 0 | -27 | 21 | 101 | 0 | 90 | -4 | -7 | -6 | 103 | -5
O=C(Nc1ccccc1)Nc1cccc2nsnc12 | 0 | 2 | 14 | 103 | 0 | 107 | -1 | -4 | -1 | 104 | -2
Cc1ccc(C(=O)Nc2ccnc(-c3ccncc3)n2)cc1 | 1 | -26 | 24 | 101 | 0 | 104 | 0 | -4 | -1 | 103 | 3
O=C(CSc1nc2ncc(Br)cc2[nH]1)c1cccc([N+](=O)[O-])c1 | -2 | -81 | 20 | 103 | -1 | 100 | -10 | -10 | -8 | 102 | -4
CC(C)(C)NC(=O)COc1ccc(CNCc2cccs2)cc1 | -2 | -21 | 20 | 97 | 0 | 97 | 0 | -1 | 0 | 101 | -3
Cc1ccc(NC(=S)N(CCCN2CCOCC2)Cc2ccccn2)cc1 | -1 | -36 | 14 | 99 | -3 | 102 | -4 | -9 | -1 | 107 | -5
Cc1ccc(C(=O)O)cc1NC(=O)CCc1ccccc1 | -1 | -16 | 12 | 100 | 1 | 99 | -2 | -6 | 0 | 100 | 0
Cc1ccc2oc(-c3ccc(C)c(NC(=O)Cc4cccs4)c3)nc2c1 | -1 | 25 | 9 | 110 | 0 | 110 | 0 | 0 | 5 | 105 | -3
Cc1ccc(-n2cccn2)c(CN2CCCC(CNC(=O)c3ccc(F)cc3)C2)c1 (configuration not stated) | 1 | -19 | 24 | 99 | 0 | 99 | -5 | -4 | -1 | 103 | -2
Cn1cnnc1SCc1ccc(C(=O)N=Nc2c(O)n(Cc3ccc(Cl)cc3)c3ccccc23)cc1 | 1 | 6 | 1 | 101 | 1 | 104 | 0 | 1 | 2 | 100 | 4
CC1=C(C(=O)Nc2ccccn2)C(c2ccc(Br)cc2)n2ncnc2N1 (configuration not stated) | 0 | -6 | 15 | 107 | 0 | 104 | -3 | 0 | 0 | 106 | -1
Cc1c(N=C2C=C(Br)C(=O)C(Br)=C2)c(=O)n(-c2ccccc2)n1C | 3 | -43 | 12 | 100 | 16 | 98 | -15 | 18 | 7 | 97 | 3
Cc1ccc(-c2n[nH]c(=S)n2/N=C/C=C\c2ccccc2[N+](=O)[O-])cc1 | -2 | -27 | 10 | 103 | 0 | 106 | -9 | -3 | -6 | 98 | -4
CCc1ccc(CCC(=O)Nc2ccc(C)cc2C)o1 | -1 | 84* | 38 | 99 | -2 | 101 | -7 | -11 | -10 | 99 | -7
CCN(C(=N)N=C(N)N)c1ccccc1 | -1 | -37 | 13 | 94 | -2 | 96 | -2 | -4 | -2 | 100 | -3
COc1ccc(Cc2n[nH]c(=S)n2Cc2ccccc2)cc1Cl | -2 | -20 | 7 | 97 | -3 | 102 | -20 | -1 | -4 | 94 | -3
Cc1ccc(S(=O)(=O)N2CCC(=O)N(C(COCc3ccc(Cl)cc3)Cc3ccccc3)CC2)cc1 (configuration not stated) | -3 | 31 | 19 | 102 | -1 | 105 | -3 | 2 | 0 | 105 | -3
CC(=O)c1ccc(NC(=O)C2CCCN2S(=O)(=O)c2ccc(C)cc2)cc1 (configuration not stated) | 1 | 5 | 15 | 101 | -1 | 101 | -10 | -6 | -2 | 105 | -5

Three structures out of the list, ordered by length of the SMILES, rising.
SMILES | Bim-Mcl-1 | Mcl1 Bid PPI | GSH fluor | RGS4-Gao reg | Bcl-W Bim block | RGS7-Gao reg | Bim-Bcl-B | Bfl-1 Bim block | Bim-Bcl-2 | RGS8-Gao | Bcl-XL Bim block
CCc1ccc(CCC(=O)Nc2ccc(C)cc2C)o1 | -1 | 84* | 38 | 99 | -2 | 101 | -7 | -11 | -10 | 99 | -7
CC(=O)c1ccc(NC(=O)C2CCCN2S(=O)(=O)c2ccc(C)cc2)cc1 (configuration not stated) | 1 | 5 | 15 | 101 | -1 | 101 | -10 | -6 | -2 | 105 | -5
Cn1cnnc1SCc1ccc(C(=O)N=Nc2c(O)n(Cc3ccc(Cl)cc3)c3ccccc23)cc1 | 1 | 6 | 1 | 101 | 1 | 104 | 0 | 1 | 2 | 100 | 4
